High-throughput results (PubChem BioAssay)
mHTT CaM bind – mutant huntingtin-calmodulin interaction inhibitors – biochemical, AlphaScreen, primary screen | 3.6% of 190,000 active | AID 1671202, 2021 | inhibition, % at 15 µM | P42858 | AlphaScreen His-mHTT/GST-CaM binding, luminescence;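 further: 0% = both proteins with DMSO and 100% = one protein alone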
Pf apPOL block – Pf-apPOL inhibitors, biochemical, fluorescence | Plasmodium falciparum apicoplast DNA polymerase (apPOL) | Recombinant Pf-apPOL, molecular beacon fluorescence, 1.5 h | inhibition, % at 10 µM | 0.25% of 210,000 active | AID 1794808, 2022
* = called active by the depositor; . = not tested or not shown; & = joins results of further samples. No stated cut-off is given here; in the data, active means inhibition above about 50%; inactive means the rest. The order is random; overall some 3.7% were active at least once.

cpd | compound | mHTT CaM bind | Pf apPOL block
1 | COc1ccc(C(CCN2CCCC2)c2c(OC)cc(OC)c3c(-c4ccccc4)cc(=O)oc23)cc1 (configuration not stated) | 98.3* | -11.5
2 | COc1cc2cc(C(=O)NCCOc3ccccc3)c(N)nc2cc1OC | 37.1 | -8.7
3 | COc1ccc(C2C(C#N)=C(N)OC3=C2C(=O)CC(C)(C)C3)cc1COc1cccc(Cl)c1 (configuration not stated) | 38.0 | 6.2
4 | CCCN1C(=O)C(C)(C(=O)NCc2ccccc2Cl)Oc2cccnc21 (configuration not stated) | -9.5 | -7.8
5 | COc1cc(OC)c(OC)cc1C=C1Oc2c(ccc(O)c2CN2CCC(C)CC2)C1=O | 20.0 | -0.8
6 | CCCN1CCN(C(=O)C2CCCN(c3ncccc3-c3noc(CC)n3)C2)CC1 (configuration not stated) | 8.4 | -0.4
7 | Cc1ccccc1N1C(=O)NC2CC1(C)Oc1ccc(Cl)cc12 (configuration not stated) | 5.0 | 2.0
8 | COc1ccc(C(=O)N2CCC(OCc3nc(C4CC4)no3)CC2)cc1 | 1.1 | -2.9
9 | N#Cc1c(Cl)cccc1NC1CCCCNC1=O (configuration not stated) | . | -6.0
10 | CS(=O)(=O)c1ccc(Sc2nc3ccccc3s2)c([N+](=O)[O-])c1 | 0.0 | -1.6

The list goes on.
cpd | compound | mHTT CaM bind | Pf apPOL block
11 | COc1ccccc1C1SCCN1S(=O)(=O)c1ccc(Br)cc1 (configuration not stated) | -6.0 | -2.2
12 | Cc1ccccc1N1C(=O)C2C(C1=O)C1(C(C)C)C=CC2(C)CC1 (configuration not stated) | -14.0 | -2.5
13 | CNC(=O)C1CN(C(=O)Nc2ccccc2C)CC12CCCC2 (configuration not stated) | -3.8 | -3.7
14 | COc1cc(CN2COc3ccc4c(c3C2)OC(=Cc2ccncc2)C4=O)cc(OC)c1OC | 5.1 | -0.6
15 | CCOC(=O)Nc1cccc(Nc2ccccc2)c1 | 10.8 | -1.3
16 | COc1ccc(N(CC(=O)N2CCOCC2)S(=O)(=O)c2ccccc2)cc1Cl | 15.4 | -1.8
17 | O=C(Cn1c(NCCO)nc2ccccc21)c1ccc([N+](=O)[O-])cc1 | 7.0&2.9 | -14.5&-2.8
18 | CCC(=O)NCc1nc2c(n1C)CN(S(=O)(=O)c1cccc(Br)c1)CC2 | 4.0 | -7.0
19 | CC1CCC2C(=O)N(CNc3ccc(Cl)cc3)C(=O)C2C1 (configuration not stated) | -6.0 | -0.7
20 | COc1ccc(OC)c(CNC(=O)c2ccc3c(c2)nc2n3CCCC2)c1 | 14.2 | -4.0

(continued)
cpd | compound | mHTT CaM bind | Pf apPOL block
21 | O=C(c1csc(N2CCN(c3ccccc3)CC2)n1)N1CCCCC1 | 12.8 | -6.3
22 | CCCCCCNc1c2c3c(cccc3n(C)c1=O)C(=O)c1ccccc1-2 | -100.0 | 2.5
23 | CC(Nc1ccccc1F)=C1CCOC1=O | . | -19.8
24 | COc1ccc(OC)c(C(O)c2nc3ccccc3n2C(C)C)c1 (configuration not stated) | 4.0 | -10.1
25 | Cc1cc(C)cc(C(=O)N2CCC(C(=O)NCc3csc(-c4cccs4)n3)CC2)c1 | 9.9 | -9.7
26 | OC(CNCC1CCCO1)Cn1c2ccccc2c2ccccc21 (configuration not stated) | 0.3 | -3.3
27 | COc1ccc(C2=N/C(=C\c3ccc(Br)cc3)C(=O)O2)c(Cl)c1 | 6.0 | -2.8
28 | O=C1CC(N(O)c2ccccc2)C(=O)N1Cc1ccccc1 (configuration not stated) | -9.2 | 2.3
29 | COC(=O)c1cccc(NC(=O)C2CC(=O)N(c3ccc4c(c3)CCN4C(C)=O)C2)c1 (configuration not stated) | 2.8 | 3.8
30 | COc1cc(C)nc(N(Cc2ccccc2)S(=O)(=O)c2ccccc2)n1 | -41.0 | -4.4

Following part
cpd | compound | mHTT CaM bind | Pf apPOL block
31 | O=C(O)CCn1[nH]c(=O)c2ccccc2c1=O | -0.7 | -3.0
32 | COc1ccc(-c2c(C)c3cc(OCc4ccccc4)ccc3oc2=O)cc1 | -17.0 | -3.9
33 | CCCCCCCCCCCCCCCCCCc1ccc(C(=O)/C=C/C(=O)O)cc1 | . | 4.3
34 | CCN1CCN(c2ncc3c(n2)CCN(Cc2ccc(OC(C)C)c(OC)c2)C3)CC1 | 17.3 | 1.5
35 | Cc1nc(NCCCn2ccnc2)nc(N2CCCC2)c1[N+](=O)[O-] | 7.9 | -7.9
36 | Cc1ccc(-c2nc(C3CCN(S(=O)(=O)c4c(C)c(C)cc(C)c4C)CC3)no2)cc1 | -12.7 | -4.2
37 | O=C(Nc1cccc2nsnc12)c1ccco1 | 35.6 | -4.2
38 | CC(=O)N1CN(Cc2ccccc2)Cc2c1sc1c2CCCC1 | 0.0 | -1.4
39 | C=CCNCCOc1ccc(Cl)c(Cl)c1 | -14.5 | -8.9
40 | CC(C)c1cc(=O)n(CC(=O)Nc2ccc(C(N)=O)cc2)cn1 | -15.6 | -2.8

Next section
cpd | compound | mHTT CaM bind | Pf apPOL block
41 | Fc1ccc(OCCOCCN2CCCCC2)cc1 | -5.5 | -2.1
42 | COc1ccc(CN2CCN(C(=O)c3ccc([N+](=O)[O-])cc3)CC2)cc1OC | 5.8 | 1.2
43 | CCOc1ccc(C(=O)N2CCN(CC)CC2)cc1 | 1.6 | -3.2
44 | Cc1ccc(N2C(=O)C3CC=CC(C)C3C2=O)cc1C (configuration not stated) | -4.0 | -8.0
45 | CCN(CC)CCNc1ncnc2c1CCC2 | -0.7 | 0.8
46 | COc1ccc(CN2[C@@H](CC(=O)O)c3cc(F)ccc3S2(=O)=O)cc1 | -4.7 | -3.4
47 | Cc1ccc(C(=O)N2CCN(c3nc(CN4CCOCC4)cs3)CC2)cc1F | 0.7 | 5.7
48 | Nc1snnc1-c1ccc(C(F)(F)F)cc1 | . | -7.6
49 | COc1ccccc1NC(=O)CN1C(=O)C2(OCCCO2)c2ccccc21 | 31.0 | -8.9
50 | CC(C)(C)c1ccc(C(=O)Nc2nc3ccc(S(C)(=O)=O)cc3s2)cc1 | -2.0 | 3.3

Shown with two lines to a compound: entries from further up
Results follow in this order: mHTT CaM bind | Pf apPOL block
44: Cc1ccc(N2C(=O)C3CC=CC(C)C3C2=O)cc1C (configuration not stated)
→ -4.0 | -8.0
49: COc1ccccc1NC(=O)CN1C(=O)C2(OCCCO2)c2ccccc21
→ 31.0 | -8.9
45: CCN(CC)CCNc1ncnc2c1CCC2
→ -0.7 | 0.8

The list goes on.
cpd | compound | mHTT CaM bind | Pf apPOL block
51 | O=C(C1CC(c2ccc(F)cc2)=NO1)N1CCN(C(c2ccccc2)c2ccccc2)CC1 (configuration not stated) | -9.0 | -4.2
52 | O=C1OC(c2ccc([N+](=O)[O-])cc2Cl)=N/C1=C\c1ccccc1 | 5.0 | -2.7
53 | O=C(c1ccc(Cl)c(Cl)c1)N1CCN(c2ccc(F)cc2[N+](=O)[O-])CC1 | 53.2* | -18.7
54 | CCc1ccc(-c2[nH]ncc2C=O)cc1 | 0.0 | 3.8
55 | CC(C)(C)c1ccc(OCC(=O)Nc2ccc(OCC(=O)O)cc2)cc1 | 2.8 | -1.8
56 | O=C(NCCSCc1ncc(C(F)(F)F)cc1Cl)c1ccccc1 | . | 2.3
57 | COCCCn1c(=N)c(C(=O)NCc2ccccc2)cc2c(=O)n3cccc(C)c3nc21 | 6.0 | -2.4
58 | Cc1ccccc1CC(=O)N1CCC2(C1)C(=O)Nc1ccccc12 (configuration not stated) | 0.7 | -0.2
59 | C=CCSC1=C(C#N)C(c2ccc(OC)c(OCc3ccccc3)c2)CC(=O)N1 (configuration not stated) | 15.5 | -2.2
60 | O=C(c1ccn2c(-c3ccc(Cl)cc3)nnc2c1)N1CCN(c2ccccc2)CC1 | 15.8 | 0.2

(list continues)
cpd | compound | mHTT CaM bind | Pf apPOL block
61 | O=C(Cn1nc(-c2ccc(Cl)cc2)ccc1=O)NCCc1ccc(Cl)cc1 | 21.0 | -17.6
62 | CCc1cccc(NC(=O)C2(C)Oc3cccnc3N(CC)C2=O)c1 (configuration not stated) | -14.4 | 6.3
63 | O=[N+]([O-])c1ccc(Sc2c(-c3ccccc3)nc3sccn23)cc1 | 10.0 | 3.8
64 | CCCC[C@@H](NC(C)=O)C(=O)O | . | 5.4
65 | CCOc1ccccc1NC(=O)C(=O)NCC(c1cccnc1)N1CCc2ccccc2C1 (configuration not stated) | -5.3 | -5.8
66 | COc1ccc(Cl)cc1NS(=O)(=O)c1cc2c(s1)CCN(C(=O)C1CCC1)C2 | 25.0 | 0.3
67 | N#Cc1cn(C(=O)CCCCCN2C(=O)c3ccccc3C2=O)nc1N | -1.0 | -4.1
68 | O=C(CCN1C(=O)C2C3C=CC(C3)C2C1=O)Nc1ccc(Br)cc1Cl (configuration not stated) | -2.8 | 2.7
69 | O=C(NCCc1ccccc1)C1Cc2ccccc2N2CCOCC12 (configuration not stated) | 0.3 | -2.8
70 | Cc1ccc(-n2cc(C(=O)N(C)Cc3ccccc3)c3ccccc3c2=O)cc1C | 10.0 | -6.1

(further entries)
cpd | compound | mHTT CaM bind | Pf apPOL block
71 | Cc1ccc(NC(=O)Cn2ccc3sccc3c2=O)cc1 | -2.7 | 3.5
72 | Cc1noc(C2CN(C(=O)Nc3cccc(F)c3C)CC23CCOCC3)n1 (configuration not stated) | -1.1 | -4.4
73 | COc1ccccc1OCCOc1ccc([N+](=O)[O-])cc1/C=C1\C(=O)NN(c2ccccc2)C1=O | 7.0 | -0.3
74 | O=C(Cc1ccccc1Cl)N1CCN(S(=O)(=O)C2CC2)CC1 | -1.5 | -5.5
75 | CN(C)C=C(C#N)Sc1nnc(-n2cccc2)s1 | . | -3.6
76 | CC(=O)c1ccc(N2CCN(CCC#N)CC2)c(F)c1 | -9.4 | 0.4
77 | Cc1ccc(NCN2C(=O)C3CCC(C)CC3C2=O)cc1Cl (configuration not stated) | -7.0 | -2.8
78 | COc1cc(Br)c(/C=C(\C#N)c2nc3ccccc3[nH]2)cc1OC | 53.0* | -2.1
79 | CCOC(=O)NC(=S)N1CCSCC1 | . | 2.2
80 | COc1cc(C2Oc3c(OC)cccc3C3CC(c4cccnc4)=NN32)cc(OC)c1OC (configuration not stated) | 35.0 | -18.9

(further entries)
cpd | compound | mHTT CaM bind | Pf apPOL block
81 | Cc1ccc(NC(=O)c2c(C)sc3c(=O)n(C(C)C)cnc23)cc1C | 4.3 | 1.8
82 | CCOC(=O)Cn1cnc2c(-c3ccc(Cl)cc3)csc2c1=O | -5.1 | -10.8
83 | CSc1cccc(NC(=O)C(=O)NCc2nc(-c3ccccc3)no2)c1 | -8.0 | 4.5
84 | CCNC(=O)c1csc(-c2cccc(OC)c2)n1 | -7.8 | -6.9
85 | COc1cc(C2SCCS2)cc(Br)c1OC(=O)c1cccs1 | . | 3.4&-0.4
86 | CCN1N=C(C(=O)N2CCCCC2)S(=O)(=O)c2ccc(C)cc21 | -8.1 | -0.2
87 | COC(=O)C1=C(C)N=C2SC(C#N)=C(N)N2C1c1cccs1 (configuration not stated) | . | -1.4
88 | COc1cccc(C2C(C#N)=C(N)Oc3n[nH]c(C(C)(C)C)c32)c1OC (configuration not stated) | 4.0&-0.4 | -3.1&0.3
89 | C=CCNC(=O)/C(=C\c1ccc2c(c1)OCO2)NC(=O)c1ccc(Br)cc1 | 2.0 | -20.6
90 | CC(=O)N1N=C(c2ccc3c(c2)OCO3)CC1c1sccc1C (configuration not stated) | -15.7 | -12.5

Other entries follow.
cpd | compound | mHTT CaM bind | Pf apPOL block
91 | COc1ccc(C(=O)CC2(O)C(=O)N(CC(N)=O)c3ccccc32)cc1[N+](=O)[O-] (configuration not stated) | 1.1 | -5.0
92 | CCc1cccc(NC(=O)C2(C)Oc3cccnc3N(C(C)C)C2=O)c1 (configuration not stated) | -12.1 | 1.2
93 | COc1ccccc1-c1nnc(NC(=O)c2ccc(S(=O)(=O)N3CCC(C)CC3)cc2)o1 | 18.0 | 1.6
94 | CCN(CC1CC(c2cccc(F)c2)=NO1)C(=O)NC(C)C (configuration not stated) | -7.4 | -2.3
95 | O=C(NCc1ccccc1)c1cnc2n(c1=O)CCS2 | 5.0 | -1.8
96 | CCC1Oc2ccc(C)cc2N(CC(=O)NCc2ccc(F)cc2Cl)C1=O (configuration not stated) | 6.0 | -8.1
97 | Cc1nc(-n2nc(C3CC3)cc2NC(=O)c2ccccc2C(F)(F)F)[nH]c(=O)c1C | 1.8 | -18.1

Among those listed so far, 13 contain fluorine:
cpd | compound | mHTT CaM bind | Pf apPOL block
23 | CC(Nc1ccccc1F)=C1CCOC1=O | . | -19.8
41 | Fc1ccc(OCCOCCN2CCCCC2)cc1 | -5.5 | -2.1
46 | COc1ccc(CN2[C@@H](CC(=O)O)c3cc(F)ccc3S2(=O)=O)cc1 | -4.7 | -3.4
47 | Cc1ccc(C(=O)N2CCN(c3nc(CN4CCOCC4)cs3)CC2)cc1F | 0.7 | 5.7
48 | Nc1snnc1-c1ccc(C(F)(F)F)cc1 | . | -7.6
51 | O=C(C1CC(c2ccc(F)cc2)=NO1)N1CCN(C(c2ccccc2)c2ccccc2)CC1 (configuration not stated) | -9.0 | -4.2
53 | O=C(c1ccc(Cl)c(Cl)c1)N1CCN(c2ccc(F)cc2[N+](=O)[O-])CC1 | 53.2* | -18.7
56 | O=C(NCCSCc1ncc(C(F)(F)F)cc1Cl)c1ccccc1 | . | 2.3
72 | Cc1noc(C2CN(C(=O)Nc3cccc(F)c3C)CC23CCOCC3)n1 (configuration not stated) | -1.1 | -4.4
76 | CC(=O)c1ccc(N2CCN(CCC#N)CC2)c(F)c1 | -9.4 | 0.4
94 | CCN(CC1CC(c2cccc(F)c2)=NO1)C(=O)NC(C)C (configuration not stated) | -7.4 | -2.3
96 | CCC1Oc2ccc(C)cc2N(CC(=O)NCc2ccc(F)cc2Cl)C1=O (configuration not stated) | 6.0 | -8.1
97 | Cc1nc(-n2nc(C3CC3)cc2NC(=O)c2ccccc2C(F)(F)F)[nH]c(=O)c1C | 1.8 | -18.1
